# GPR55 antagonists – inhibition of LPI-stimulated GPR55 beta-arrestin translocation – imaging, U2OS, beta-arrestin-GFP, LPI agonist, primary screen (AID 2013); U2OS GPR55 beta-arrestin-GFP translocation imaging, LPI antagonism; higher % means a stronger effect; inhibition, % at 10 µM; hits with a dose series show IC50 in µM; 290,000 compounds, 0.13% hits;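 active means spots per cell inhibited over 60%, with over 100 cells counted and total cytoplasm intensity under 500,000; inconclusive means wells with under 100 cells, flagged as likely toxic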;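 further: U2OS cells stably carrying GPR55 and arrestin-GFP stimulated by 5 µM LPI near EC80; imaged beta-arrestin-GFP aggregate spots per cell after agonist stimulation; plate controls were LPI-stimulated DMSO wells for no effect and DMSO wells without LPI for full effect; some results filed as inactive read as strong as hits; confirmed hits need IC50 under 10 µM and bright autofluorescent wells are also inconclusive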
# KOR beta-arrestin-1 – kappa opioid receptor blockers – cell-based, luminescence, uHTS (AID 1778); KOR beta-arrestin recruitment, luminescence, antagonist mode; higher % means a stronger effect; 290,000 compounds, 0.091% hits; inhibition, % at 10 µM, or IC50 in µM where a hit was titrated; in the data active means inhibition above about 50%; further: strong numbers were not always called active
# K1F lysis inhibition – protection from phage-mediated lysis, alamar blue read-out – E. coli UTI89, K1F phage, bacterial capsule biogenesis inhibitors (AID 488966). inhibition, % at 100 µM, or IC50 in µM where a hit was titrated. 340,000 compounds, 0.02% hits. E. coli UTI89 K1F phage lysis, alamar blue, 2 h; higher % means a stronger effect;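 active means phage lysis inhibition, versus mean bacterial control, above a set limit; inconclusive means no clear call, values can overlap the other calls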;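 further: capsule biogenesis inhibitors block K1F phage lysis so surviving cells raise fluorescence; higher fluorescence means more inhibition of phage lysis; actives were called in the ten point dose series up to 300 µM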
# GPR55 activation – selective activators of receptor GPR55 – imaging, U2OS cells, beta-arrestin-GFP redistribution, primary screen (AID 1961). U2OS GPR55 beta-arrestin-GFP redistribution imaging; higher % means a stronger effect. activation, % at 10 µM; hits with a dose series show EC50 in µM. 290,000 compounds, 0.048% hits;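 active means activation above 40% with more than 50 cells counted in the well; inconclusive means wells holding fewer than 50 cells, flagged as toxic or sparse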;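 further: U2OS osteosarcoma cells stably expressing GPR55 and beta-arrestin-GFP; plate controls were DMSO negative control for no effect and LPI positive control for full effect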
# GPR35 arrestin U2OS – inhibition of zaprinast-stimulated GPR35 beta-arrestin translocation – imaging, U2OS, beta-arrestin-GFP, zaprinast agonist, primary screen (AID 2058). U2OS GPR35 beta-arrestin-GFP translocation imaging, zaprinast antagonism; higher % means a stronger effect. inhibition, % at 10 µM; hits with a dose series show IC50 in µM. 290,000 compounds, 0.052% hits;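 active means inhibition of at least 50% with at least 30 cells and total cytoplasm GFP at most 10,000,000; inconclusive means under 30 cells or total GFP of 10,000,000 plus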
# MgcRacGAP inhibition – MgcRacGAP GTPase-activating activity inhibitors, confirmation, biochemical, ADP Hunter fluorescence; inhibition, % at 30 µM; hits with a dose series show IC50 in µM; 340,000 compounds, 0.6% hits; MgcRacGAP-stimulated Rac1 GTP hydrolysis, ADP Hunter fluorescence; higher % means a stronger effect; GST-tagged Rac1 F28L mutant substrate;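 active means first-screen hits whose inhibition reached a set limit at any dose in the follow-up dose series; inconclusive means inhibition above the set first-screen limit but never retested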;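 further: fluorescence reports GDP produced by GAP-driven GTP hydrolysis; strong numbers were not always called active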
# NTR1 agonist – agonists of NTR1, primary screen, imaging, U2OS cells, beta-arrestin-GFP, high content (AID 493036); P30989; NTR1-U2OS beta-arrestin-GFP spot imaging, agonist mode; activation, % at 20 µM; 330,000 compounds, 0.17% hits;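 active means activation at or above 40% of the spot to cytoplasm intensity ratio, with at least 20 cells analyzed; inconclusive means wells under 20 cells, flagged as cytotoxic or low count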;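 further: 0% = DMSO without peptide and 100% = 100 nM NTR1 peptide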
# Target sequence (P30989 whole entry, looked up): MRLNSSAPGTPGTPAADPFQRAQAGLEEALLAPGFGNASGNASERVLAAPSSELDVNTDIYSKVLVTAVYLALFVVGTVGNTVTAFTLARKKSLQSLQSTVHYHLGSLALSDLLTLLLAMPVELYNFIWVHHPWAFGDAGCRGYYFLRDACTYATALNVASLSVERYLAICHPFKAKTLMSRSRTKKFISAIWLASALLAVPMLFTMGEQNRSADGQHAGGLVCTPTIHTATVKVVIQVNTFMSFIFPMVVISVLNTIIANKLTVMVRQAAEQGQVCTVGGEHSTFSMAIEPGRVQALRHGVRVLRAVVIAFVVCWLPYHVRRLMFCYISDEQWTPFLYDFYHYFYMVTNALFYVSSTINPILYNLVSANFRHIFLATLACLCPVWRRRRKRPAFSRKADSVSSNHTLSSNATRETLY
# KOR beta-arrestin-2 – KOR agonists, beta-arrestin recruitment, primary screen, cell-based, luminescence, uHTS (AID 1777) | activation, % at 10 µM; hits with a dose series show EC50 in µM | 280,000 compounds, 0.02% hits | KOR beta-arrestin recruitment, luminescence; higher % means a stronger effect; in the data active means activation above about 50%, passing the limit was not always enough; further: a part of the inactive calls stands beside numbers as strong as those of hits
# NOD1 inhibition – inhibition of NOD1-driven NF-kB reporter – cell-based, luminescence, uHTS, primary screen (AID 1578); 290,000 compounds, 1% hits; NOD1-driven NF-kB luciferase reporter cells, luminescence; higher % means a stronger effect; one-dose inhibition, % at 4 µM; EC50 in µM for titrated hits; in the data active means inhibition mostly above about 36%, no sharp cut-off; inactive means mostly below about 34%;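 further: HEK-293T reporter cells stimulated with the NOD1 agonist gamma-tri-DAP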
# NTR1 agonist cell count 20 µM – further read-out of NTR1 agonist, marked with its call; cell count; measured here: cell count, cytotoxicity flag
# * marks the source's active call; other numbers are inactive results; u = inconclusive; x = not tested or not shown; [ ] = dose if it differs, or a comment. Not all compounds are listed; the hit share may differ from the screen's.
SMILES,GPR55 antagonists,KOR beta-arrestin-1,K1F lysis inhibition,GPR55 activation,GPR35 arrestin U2OS,MgcRacGAP inhibition,NTR1 agonist,NTR1 agonist cell count 20 µM,KOR beta-arrestin-2,NOD1 inhibition
CCCOc1ccc(-c2c(C(=O)N/N=C/c3ccccc3)nnn2-c2nonc2N)cc1,-14%,-17%,-1.3%,-0.3%,-10%,-4%,2.4,57,0.9%,-9%
O=C(CCl)c1ccc2c(c1)CCN2C(=O)C1CC1,-5%,32%[20 µM],x,-0.1%,9%,x,3.3,26,x,76%*
COc1ccc(S(=O)(=O)N2CCCc3ccccc32)cc1OC,3%,12%,1.1%[50 µM],0.6%,-7%,11%,1.8,67,-1.2%,0%
NS(=O)(=O)c1ccc(NC(=O)CSc2nnc(Cc3cccs3)n2-c2ccccc2)cc1,4%,-12%,-0.7%,-0.2%,6%,14%,0.1,51,2.7%,1%
O=[N+]([O-])c1ccc(CSc2nnc(Cc3ccccc3)n2-c2ccc(F)cc2)cc1,30%,-11%,3.0%,-0.2%,-4%,5%,3.7,34,-4.5%,-14%
O=C(CN1CCC(n2nnc3cc(F)ccc32)CC1)Nc1ccc2c(c1)CCC2,18%,21%,-0.3%,0.5%,-6%,7%,-0.4,89,0.4%,-26%
O=C(NCc1ccccc1)C(c1ccncc1)N(C(=O)c1csnn1)c1ccccc1F (stereo not given),u,3%,-0.3%,0.2%,-11%,3%,-1.3,40,-3.0%,-3%
Cc1ccc(C)c(NC(=O)CCC(=O)N/N=C/c2cccnc2)c1,-13%,-39%,0.6%[50 µM],-0.1%,-12%,7%,1.3,66,5.5%,-36%
CCOC(=O)c1ccc(NC(=S)NN)cc1,9%,15%,0.3%,0.1%,-5%,2%,-0.2,54,-7.1%,-4%
C/C(=N\OCc1ccc(C#N)cc1)c1ccc(S(=O)(=O)N(C)C)cc1,3%,-27%,0.0%,1.0%,5%,10%,2.9,79,-2.8%,-4%
Cc1ccc(SCC(=O)Nc2cccc(C)c2)cc1,1%,10%[20 µM],-0.5%,-0.3%,19%,0%,-0.8,29,0.6%,-27%
Cc1ccc(-c2nnc(/C=C/c3ccccc3)o2)cc1,-1%,7%,5.9%,0.2%,-4%,2%,2.3,42,-1.4%,-19%
COc1ccc(/C=C(\NC(=O)c2ccc(Cl)cc2)C(=O)NCCCn2ccnc2)cc1OC,-4%,15%,-0.6%,0.5%,0%,3%,-0.3,63,1.1%,18%
CC(C)N(C(=S)Nc1cc(S(=O)(=O)N2CCOCC2)ccc1Cl)c1ccccc1,6%,21%,0.3%,0.1%,8%,6%,2.5,74,-2.8%,-24%
CCOC(=O)CSc1nc(C)c2cc(OC)ccc2n1,3%,20%,-3.4%,0.0%,3%,5%,-3.3,82,-3.8%,-19%
CCCOc1ccc(NC(=O)C2CC(=O)N/C(=N/N=C(C)/C=C/c3ccc(N(C)C)cc3)S2)cc1 (stereo not given),10%,-17%,0.2%[50 µM],0.2%,17%,9%,7.2,82,4.8%,-61%
CCc1ccc(NC(=S)N2CCCCCCC2)cc1,9%,19%,-0.1%,0.1%,8%,3%,1.3,53,-10%,-33%
CCCc1cc(C(=O)Nc2ccc(C(=O)OC)cc2)cs1,4%,-2%,0.0%,-0.1%,-11%,12%,3.5,57,-0.8%,-58%
COc1ccc(CN(CCC(c2ccccc2)C2CCOC(C)(C)C2)C(C)=O)cc1 (stereo not given),0%,-25%,-0.5%,-0.1%,-6%,7%,1.4,49,11%,7%
O=C(COC(=O)/C(=C/c1cccs1)c1cccs1)NC(c1ccccc1)c1ccccc1,9%,-14%,5.5%,-0.1%,-6%,4%,2.6,42,-0.3%,-38%
CN=C(Nc1ccc(C(=O)OC)s1)c1ccccc1,9%,13%,-0.1%,0.1%,-16%,0%,-0.8,44,-0.4%,-22%
Cc1ccc(-n2ncc(C(=O)N3CCN(C(=O)c4ccco4)CC3)c2-n2cccc2)cc1,14%,18%,0.2%,0.6%,10%,2%,1.3,82,0.1%,-36%
CC1=C(C#N)C(c2ccccc2O)C(C#N)=C(C)N1,11%,-32%,0.3%,0.0%,-14%,10%,-0.6,87,-0.5%,-25%
Cc1nn(-c2ccc(C(=O)Nc3nnc(C4CC4)s3)cc2)c(C)c1Cl,-4%,21%,0.6%,-0.1%,-1%,4%,-0.4,57,-4.7%,9%
O=C(Nc1cccc(S(=O)(=O)N2CCCC2)c1)c1cccnc1,0%,4%,-0.1%,-0.1%,1%,6%,-0.5,66,6.2%,-20%
CCCCOc1ccc([N+](=O)[O-])cc1C(=O)O,3%,38%,-1.1%,-0.1%,-4%,2%,4.6,36,-3.3%,-30%
CC(C)C(=O)Nc1ccc(-c2nnc(-c3ccccc3)o2)cc1,9%,-16%,-0.9%[50 µM],0.5%,7%,6%,4.5,89,0.4%,-21%
COC(=O)N/N=C/c1cc(Cl)cc(Cl)c1OCc1ccccc1F,5%,-51%,7.7%,-0.3%,-9%,7%,2.0,52,2.0%,-1%
CCN1CCN(S(=O)(=O)c2cc(C)c(OC)cc2C)CC1,4%,31%,2.3%,-0.1%,-11%,3%,0.5,63,1.1%,-15%
COc1ccc(Nc2nc(NCc3ccco3)nc(N3CCOCC3)n2)cc1,5%,22%,0.0%,-1.9%,-4%,10%,-0.5,62,-2.1%,-2%
O=C(Nc1ccc(C(=O)N2CCCc3ccccc32)cc1)c1cccs1,4%,-53%[20 µM],0.3%,0.3%,6%,6%,0.2,60,-0.6%,-20%
O=S(=O)(c1ccccc1)N1N=C(c2cccs2)CC1c1ccc(Br)cc1 (stereo not given),0%,36%,1.0%,-0.1%,11%,0%,-0.1,79,-3.2%,6%
Cc1ccc(NC2(C#N)C(=O)Nc3ccccc32)cc1C (stereo not given),2%,-2%,1.0%,0.1%,-12%,7%,1.6,46,3.4%,-23%
COc1ccc(-c2[nH]n(-c3ccc([N+](=O)[O-])cc3)c(=O)c2C=NCc2ccccc2)cc1,15%,-6%,0.3%,0.1%,3%,12%,2.2,83,2.8%,-7%
CCn1ncc(C2=NOC(C(=O)Nc3cccc(O)c3)C2)c1C (stereo not given),-2%,1%,-0.9%,0.2%,-5%,6%,0.4,35,5.7%,-18%
CCCCNC(=O)OCCNC(=O)Oc1cccc(C)c1,13%,11%,0.5%,0.0%,-15%,13%,-0.4,51,-0.2%,-1%
CCN1CCCC(OC(=O)c2cc(-c3ccccc3Cl)nc3ccccc23)C1 (stereo not given),0%,-7%,0.4%,8.9%,-5%,12%,1.5,88,2.4%,-41%
CC(C)Sc1n[nH]c(=O)n1-c1cccc(C(F)(F)F)c1,0%,16%,0.6%,1.2%,12%,7%,-1.1,40,-0.6%,-7%
Cc1ccc2c(c1)cc(CN(Cc1cccnc1)C(=O)NCc1ccccc1)c1nnnn12,-1%,-16%,-0.5%,-0.2%,6%,5%,2.7,83,-5.1%,-2%
CCOC(=O)CN(C(=O)c1snc(C(N)=O)c1N)C(C(=O)NC1CCCCC1)c1ccc(F)cc1 (stereo not given),7%,10%[20 µM],0.2%,-0.2%,-9%,7%,3.8,60,-3.5%,5%
O=C(/C=C/c1cccs1)N1CCCC1,-12%,-1%,0.1%,-0.2%,-6%,10%,-1.0,46,-4.7%,9%
CC(CN1CCOCC1)OC(=O)c1cccc(Cl)c1 (stereo not given),-2%,-14%,0.9%,0.2%,11%,1%,0.0,52,-2.5%,24%
CCN(CC)CC(O)c1cccn1-c1ccc(CNC(=O)NC(C)C)cc1 (stereo not given),10%,13%,0.9%,0.0%,9%,4%,-0.7,93,2.0%,38%
Cc1cccc(/N=C/c2sc3ccccc3c2O)n1,9%,-1%,0.2%,0.6%,-1%,10%,0.1,62,-3.4%,-11%
Cc1ccc(C(C[N+](=O)[O-])c2c(C)[nH]n(-c3ccccc3)c2=O)cc1 (stereo not given),3%,-18%,4.3%,0.1%,-16%,-12%,19,64,4.5%,-39%
CCc1cc2c(=O)oc(-c3ccccc3F)nc2s1,-4%,-14%[20 µM],13%,0.6%,16%,15%,3.4,56,-3.5%,-12%
Cc1ccc(Cl)cc1NC(=S)NN,6%,-3%,x,-0.1%,1%,x,-0.3,46,3.5%,-5%
C=CCNC(=O)/C(C#N)=C/c1c(N2CCN(c3ccc(OC)cc3)CC2)nc2c(C)cccn2c1=O,8%,-8%,0.1%,-0.1%,-8%,18%,6.0,54,-4.4%,25%
Cc1ccc2c(c1)NC(=O)C(CC(=O)NCCN(CC(C)C)CC(C)C)O2 (stereo not given),-5%,-65%,-1.5%,-0.3%,-5%,6%,0.4,51,1.0%,-12%
CC(C)c1ccc(C(=O)N/N=C/c2cccc(Cl)c2Cl)cc1,-14%,-55%,0.7%,-0.3%,4%,6%,2.8,45,2.5%,14%
CCOc1cc(S(=O)(=O)NCCN2CCOCC2)c(C)cc1C,0%,-16%,-0.1%,-0.1%,11%,14%,-0.4,67,-3.3%,-3%
CCOC(=O)c1cc2c(N)c(C(=O)c3cc(C#N)c(SC)nc3C)sc2nc1C,2%,-9%,1.7%,-0.1%,-7%,5%,6.9,49,24%,-85%
N#Cc1cnn(-c2ccccc2)c1NC(=O)CN1CCOCC1,9%,12%,x,-0.1%,8%,x,0.1,40,-3.3%,-6%
Cc1cccc(CCNC(=O)CC2C(=O)NCCN2CC2CCCCC2)n1 (stereo not given),9%,-13%,-1.0%,0.2%,-7%,1%,0.1,95,-3.2%,-10%
Cc1cccc(NC(=S)NNC(=O)COc2ccc(Cl)cc2Cl)c1,-7%,-50%,-3.5%,1.1%,-6%,4%,7.4,49,5.2%,28%
O=C(CSc1nnc(Cc2cccs2)n1C1CCCCC1)N1CCN(C(=O)c2ccco2)CC1,6%,-3%,1.9%,-0.1%,-9%,6%,-1.6,57,-2.4%,6%
Cc1cc(/C=N/NC(=O)C(O)(c2ccccc2)c2ccccc2)c(C)n1-c1ccccc1,2%,14%,0.3%,-0.1%,11%,13%,-1.8,37,0.4%,0%
